Pol kappa inh: blocks human DNA polymerase kappa activity; Q9UBT6; purified Pol kappa, fluorescent DNA synthesis assay, 10 min; Potency, µM (top dose mostly 107 µM), inactives show top-dose activity, negative = inhibition, hits mostly inhibitors; 400,000 tested, 0.53% active; AID 588579; also: % is scaled to controls: 0 for no effect and ±100 for the full control effect
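Kinetic fluorescence readout at 0 and 10 min followed reaction start with substrate at 50 nM final. Beforehand, enzyme (10 nM Pol kappa) stood 15 min with compound at room temperature; buffer-only wells were negative controls.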
APE1 inh: inhibitors of human APE1 endonuclease; recombinant APE1, TAMRA/BHQ-2 abasic DNA cleavage fluorescence; Potency, µM (doses to about 65.8 µM), inactives show at the top dose activity change, negative = inhibition, hits mostly inhibitors; 350,000 tested, 0.35% active;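 also: plate controls were vehicle for no effect and reference inhibitor for full effect; nearly all actives have a fitted effect of over 55% in size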
Target sequence (P27695 whole entry, looked up): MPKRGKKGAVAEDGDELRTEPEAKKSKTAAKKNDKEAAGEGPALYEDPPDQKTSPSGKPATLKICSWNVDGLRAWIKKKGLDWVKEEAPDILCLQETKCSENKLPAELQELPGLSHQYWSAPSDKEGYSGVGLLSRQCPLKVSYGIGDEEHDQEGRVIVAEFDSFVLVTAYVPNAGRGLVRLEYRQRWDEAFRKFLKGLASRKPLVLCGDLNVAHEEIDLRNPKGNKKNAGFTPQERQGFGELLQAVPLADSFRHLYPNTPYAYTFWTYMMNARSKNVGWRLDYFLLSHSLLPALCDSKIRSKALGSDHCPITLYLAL
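APE1 at 0.75 nM preincubated 15 min at room temperature with compound. Reaction then started with 50 nM double-stranded THF-abasic substrate labelled with TAMRA/BHQ-2, and 525/598 nm fluorescence read kinetically. Activity taken as third-minus-first read difference, normalized to DMSO and NSC13755 controls.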
POLB inh: blocks human DNA polymerase beta activity; Pol beta primer extension/strand displacement, fluorescence kinetic; Potency, µM (series often up to 114 µM), without a hit: at the top dose activity change, negative = inhibition, hits mostly inhibitors; 340,000 tested, 1.3% active; AID 485314; also: % is scaled to controls: 0 for no effect and ±100 for the full control effect
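Homogeneous kinetic assay of primer extension and strand displacement by 10 nM Pol beta, preincubated 15 min at room temperature with compound before 50 nM substrate (final) was added. Read at 0 and 10 min; four-parameter Hill fit.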
G9a inh: inhibitors of human histone lysine methyltransferase G9a; G9a H3K9 monomethylation, AlphaScreen, 2 h; Potency, µM (titrated, usually from 102 µM), without a hit: at the highest dose activity, negative = inhibition, hits mostly inhibitors; 350,000 tested, 8.8% active; AID 504332; also: % is scaled to controls: 0 for no effect and ±100 for the full control effect; nearly all actives have a fitted effect of over 75% in size
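Compounds were preincubated with 20 nM G9a for 15 min, after which biotinylated H3K9 peptide (500 nM) and SAM (20 uM) started a 2 h room-temperature reaction. Monomethylated product was quantified by antibody-based AlphaScreen chemiluminescence.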
JMJD2A Tudor: JMJD2A Tudor domain (human) inhibition; 390,000 tested, 4.4% active; Potency, µM (doses to about 114 µM), for the others: top-dose activity change, negative = inhibition, usual class: inhibitors; AlphaScreen JMJD2A-Tudor / H3K4me3 peptide binding; also: % is scaled to controls: 0 for no effect and ±100 for the full control effect; nearly all actives have a fitted effect of over 50% in size
Pol iota inh: inhibitors of human DNA polymerase iota | Q9UNA4 | Pol iota fluorescent replication assay, 10 min | Potency, µM (series often up to 115 µM), without a hit: at the highest dose activity, negative = inhibition, usual class: inhibitors | 390,000 tested, 1% active | AID 588590
Target sequence (Q9UNA4 whole entry, looked up): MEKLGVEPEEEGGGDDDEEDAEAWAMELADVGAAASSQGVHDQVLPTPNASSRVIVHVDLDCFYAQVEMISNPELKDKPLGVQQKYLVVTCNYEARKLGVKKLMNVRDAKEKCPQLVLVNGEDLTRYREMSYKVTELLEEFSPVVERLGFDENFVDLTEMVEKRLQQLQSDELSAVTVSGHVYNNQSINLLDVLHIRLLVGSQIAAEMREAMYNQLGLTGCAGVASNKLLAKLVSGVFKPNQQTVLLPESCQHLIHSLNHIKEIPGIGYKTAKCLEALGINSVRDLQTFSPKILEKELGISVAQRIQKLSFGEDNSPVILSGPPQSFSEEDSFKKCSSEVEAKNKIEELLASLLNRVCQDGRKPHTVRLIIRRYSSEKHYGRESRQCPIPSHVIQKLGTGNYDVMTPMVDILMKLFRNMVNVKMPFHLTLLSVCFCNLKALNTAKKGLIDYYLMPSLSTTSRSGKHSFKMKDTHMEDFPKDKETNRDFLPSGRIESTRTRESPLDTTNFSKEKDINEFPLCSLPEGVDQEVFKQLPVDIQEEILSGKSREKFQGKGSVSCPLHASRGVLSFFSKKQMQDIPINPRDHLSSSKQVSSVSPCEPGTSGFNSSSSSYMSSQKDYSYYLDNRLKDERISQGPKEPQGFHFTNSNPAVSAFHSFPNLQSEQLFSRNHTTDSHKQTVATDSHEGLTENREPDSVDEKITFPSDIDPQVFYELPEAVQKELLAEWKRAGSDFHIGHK
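Pol iota at 10 nM preincubated 15 min with compounds at room temperature; reaction started with fluorescent substrate, 50 nM final. Fluorescence read kinetically at 0 and 10 min; buffer-only wells as negative control.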
BAZ2B block: inhibitors of human BAZ2B bromodomain. AID 504333. Q9UIF8. Potency, µM (doses to about 114 µM), without a hit: at the highest dose activity change, negative = inhibition, usual class: inhibitors. 360,000 tested, 4.4% active. AlphaScreen BAZ2B-H3K14Ac peptide displacement; also: % is scaled to controls: 0 for no effect and ±100 for the full control effect; nearly all actives have a fitted effect of over 60% in size
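AlphaScreen displacement of biotin-H3(5-23)K14Ac peptide (50 nM final) from BAZ2B (50 nM final) in PBS pH 7.4, 0.01% Tween-20; complex preformed 30 min RT, then compounds (top 110 uM) 30 min RT, beads 20 min dark.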
BLM helicase inh: inhibitors of human Bloom syndrome helicase BLM; 350,000 tested, 0.2% active; recombinant BLM DNA unwinding, fluorescence dequenching; P54132; Potency, µM (titrated, usually from 56.1 µM), for the others: at the top dose activity change, negative = inhibition, hits mostly inhibitors;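 also: plate controls were vehicle for no effect and no enzyme for full effect; nearly all actives have a fitted effect of over 35% in size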
Pol eta inh: DNA polymerase eta (human) inhibition; recombinant Pol eta, fluorescent DNA replication assay; Potency, µM (highest dose often 114 µM), for inactives: top-dose activity change, negative = inhibition, actives largely listed as inhibitors; 390,000 tested, 1.2% active; AID 588591; also: % is scaled to controls: 0 for no effect and ±100 for the full control effect
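Pol eta (10 nM) was preincubated with compounds for 15 min at room temperature, after which fluorescent replication substrate (50 nM final) was added to start the reaction. Fluorescence was read kinetically at 0 and 10 min.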
Active calls of the source: *; u = inconclusive; x = no result given; [ ] = dose if it differs, or a comment. Calls follow the shape of the dose curve; as a rule, active = well fitted curve in the direction sought with a large enough effect; inconclusive = small, poorly fitted or top-dose-only effect, or another doubt; inactive = no such curve, though single readings can be large; an effect the other way counts as inactive or inconclusive. Potency is read from the fitted curve at half-maximal effect. A portion of the library; the hit share may differ from the screen's.

smiles,Pol kappa inh,APE1 inh,POLB inh,G9a inh,JMJD2A Tudor,Pol iota inh,BAZ2B block,BLM helicase inh,Pol eta inh
Cc1ccc(C2CC(=O)NC(SCCC(C)C)=C2C#N)cc1 (stereo unspecified),2%,-7%,24%,32µM*,-1%,21%,-3%,0%,-17%
CCn1cc(C(=O)Nc2cccc(C)c2)c(=O)c2ccc(C)nc21,x,2%,13%,-4%[59 µM],x,x,-17%,-3%,x
COC(=O)c1ccc(CC(=O)c2nc3ccccc3s2)cc1,-16%,2%,14%,11%[59 µM],u,293%[activator],-3%,-18%,-10%
CC(C)CCN1CC(C(=O)NCCC2=CCCCC2)CC1=O (stereo unspecified),-3%,-2%,15%,5%,-6%,9%,0%,0%,15%
FC(F)(F)c1ccc2c3n(nc2c1)CCN=C3c1ccc(Cl)cc1,-17%,-9%,x,23%[2.33 µM],u,46%[activator],-11%,x,-20%
CCN(C[C@H]1N[C@@](C)(C(=O)OC)[C@H]2C(=O)N(C)C(=O)[C@@H]12)C(=O)COc1ccccc1,-10%,46%,x,x,-19%,u,x,x,-16%
C/C(=N\NC(=O)c1cccc(S(=O)(=O)Nc2ccccc2Cl)c1)c1ccco1,-15%,7%,10%,46%[59 µM],-17%,-8%,-4%,-5%,-5%
O=C1OCc2cc(NC(=O)C34CC5CC(CC(C5)C3)C4)ccc21,8%,2%,8%,2%,-23%,-5%,-33%,-1%,-11%
C=C(C)Cn1c(SCC(=O)c2ccccc2)nc2sc3c(c2c1=O)CCCC3,9%,x,6%,48%[59 µM],1%,15%,33%,0%,-10%
Cc1ccc(/C(O)=C2\C(=O)C(=O)N(c3cc(C)on3)C2c2cccc(Br)c2)cc1 (stereo unspecified),-4%,4%,38%,26%[59 µM],-18%,6%,21%,1%,-17%
CCC(C)N=C1CC(C)(C)CC(=O)/C1=C(/O)Cc1ccccc1 (stereo unspecified),0%,-2%,-14%,2%[59 µM],2%,3%,-5%,1%,-7%
Cc1ccccc1NC(C)C(=O)N/N=C/c1c[nH]c2ccccc12 (stereo unspecified),-1%,-6%,-1%,10%,-13%,40%[activator],-20%,-8%,6%
O=S(=O)(NC1CCCCC1N1CCN(c2ccc(F)cc2)CC1)c1ccc(Cl)cc1 (stereo unspecified),-10%,-1%,-14%,-3%,-36%,-14%,u,-10%,-7%
COc1ccc(S(=O)(=O)Nc2cc3c4c(c2)CCN4C(=O)CC3)cc1OC,-8%,-15%,x,65%[activator][2.33 µM],0%,23%,-4%,x,-11%
O=C(Nc1ccccc1N1CCOCC1)c1ccc([N+](=O)[O-])cc1,-5%,-4%,29%,9%,-12%,19%,-1%,-3%,-5%
COc1cc2c(cc1OC)C(C(=O)NCc1ccco1)C(c1cccs1)N(C)C2=O (stereo unspecified),-1%,-2%,10%,7%[59 µM],-6%,-9%,-6%,-1%,-8%
Cc1ccc2cc3c(NS(=O)(=O)c4cccc5nonc45)nn(CC(C)C)c3nc2c1,0%,23%,88%,u,u,14%,u,1%,-16%
CC(C(=O)OCC(=O)Nc1ccc(S(=O)(=O)N2CCCCC2)cc1)N1C(=O)c2ccccc2C1=O (stereo unspecified),-14%,9%,4%,u,u,u,2%,-10%,-7%
CCCC12CN(C(=O)c3ccc(OC)cc3)CC(C)(CN(C(=O)c3ccc(OC)cc3)C1)C2=O,-7%,-2%,11%,4%[59 µM],18%,-6%,5%,-2%,-10%
NS(=O)(=O)c1ccc(NS(=O)(=O)c2ccc(NC(=O)c3ccc(-c4ccccc4)cc3)cc2)cc1,u,1%,u,3%[12.7 µM],-13%,56µM*,-2%,-23%,u
C=CCNC(=O)COC(=O)c1ccc(Cl)c(S(N)(=O)=O)c1,-3%,2%,-1%,-2%,0%,32%[activator],-10%,-1%,-2%
CCCCn1c(N)c(N(CC(C)C)C(=O)CCNC(=O)c2ccc(Cl)cc2)c(=O)[nH]c1=O,-9%,52%[activator],x,u,-12%,33%[activator],0%,x,-18%
O=C(c1cccc(S(=O)(=O)N2CCN(c3ccc(F)cc3)CC2)c1)N1CCCC(C(F)(F)F)C1 (stereo unspecified),-10%,24%,x,u,-26%,-9%,-2%,x,-16%
O=C(COc1ccc([N+](=O)[O-])cc1)Nc1ccc(CN2CCOCC2)cc1,-10%,-2%,1%,-39%,-16%,18%,-10%,-1%,-14%
COc1ccc(CNc2nccs2)cc1OC,0%,19%,3%,-12%,-14%,224%[activator],2%,-6%,-7%

The list goes on, starting with the last five of the part before.
smiles,Pol kappa inh,APE1 inh,POLB inh,G9a inh,JMJD2A Tudor,Pol iota inh,BAZ2B block,BLM helicase inh,Pol eta inh
C=CCNC(=O)COC(=O)c1ccc(Cl)c(S(N)(=O)=O)c1,-3%,2%,-1%,-2%,0%,32%[activator],-10%,-1%,-2%
CCCCn1c(N)c(N(CC(C)C)C(=O)CCNC(=O)c2ccc(Cl)cc2)c(=O)[nH]c1=O,-9%,52%[activator],x,u,-12%,33%[activator],0%,x,-18%
O=C(c1cccc(S(=O)(=O)N2CCN(c3ccc(F)cc3)CC2)c1)N1CCCC(C(F)(F)F)C1 (stereo unspecified),-10%,24%,x,u,-26%,-9%,-2%,x,-16%
O=C(COc1ccc([N+](=O)[O-])cc1)Nc1ccc(CN2CCOCC2)cc1,-10%,-2%,1%,-39%,-16%,18%,-10%,-1%,-14%
COc1ccc(CNc2nccs2)cc1OC,0%,19%,3%,-12%,-14%,224%[activator],2%,-6%,-7%
COc1ccc(-n2nc(C(=O)NCC(=O)NCCCN3CC(C)CC(C)C3)c3ccccc3c2=O)cc1OC (stereo unspecified),-1%,18%,24%,-3%,-9%,59%[activator],4%,3%,-17%
COc1ccc([C@]23Cc4cc(OC)c(OC)cc4C(O2)c2c(c4ccccc4oc2=O)O3)cc1,x,-13%[12.4 µM],u,u,x,x,10µM*,-17%[12.4 µM],x
COc1ccc(C2NC(=O)c3ccccc3N2)cc1OC (stereo unspecified),-4%,26%,3%,-15%[59 µM],15%,22%,4%,3%,-5%
COc1ccc(CCNC(=O)c2c(O)nc3cc(C)ccn3c2=O)cc1OC,-4%,x,27%,-10%[59 µM],-15%,0%,-12%,-1%,-5%
CC1(C)Cc2ccccc2-c2[nH]c(=S)[nH]c(=O)c21,-12%,45%,0%,10µM*,-32%,8%,-35%,0%,-5%
C=CCOc1nc2c(c(=O)n(C)c(=O)n2C)n1Cc1ccc(Cl)cc1Cl,-3%,-5%,-16%,-3%[12.7 µM],-10%,4%,-5%,-2%,-1%
CCc1ccc(-c2cc(C)no2)cc1S(=O)(=O)Nc1ccccn1,-10%,6%,1%,20%,-20%,21%,-12%,-1%,-7%
COc1ccccc1N1CCN(C(c2ccccc2)c2nnc(-c3ccccc3Cl)o2)CC1 (stereo unspecified),-14%,x,-17%,-12%[59 µM],-22%,-16%,-27%,-10%,1%
CCOC(=O)C(N)CSC1CC(=O)N(c2ccc(OC)cc2)C1=O (stereo unspecified),-17%,17%,-4%,45µM*,-18%,8%,-17%,0%,-5%
Fc1ccccc1Cc1ccc(Cl)nn1,3%,-2%,11%,10%[12.7 µM],5%[57.1 µM],35%[activator],-10%,-9%,-12%
Cc1ccc(/C=N/Nc2ccc(C(=O)O)cc2)o1,-13%,-5%,-9%,-32%,-10%,-9%,-13%,0%,-4%
COc1ccc(Nc2ncc3c(n2)CC(c2ccc(C)cc2)CC3=O)cc1 (stereo unspecified),-17%,20%,6%,16%[0.0925 µM],-8%,15%,8%,-5%,-3%
COc1ccc(-c2sc3cc(OC)c(OC)cc3c2C#CCO)cc1,0%,4%,x,x,20µM*,u,x,x,-14%
CSc1ncc(C(=O)Nc2c(C)cccc2C)c(-c2ccccc2)n1,9%,x,39%,-8%[59 µM],-32%,-12%,-6%,0%,3%
N#CCCn1c(Cl)nc2ccccc21,-6%,0%,-12%,0%[59 µM],-11%,u,u,1%,-4%
COc1ccccc1-n1c(CNC(=O)c2ccco2)nnc1SCC(=O)Nc1nccs1,-16%,1%,-6%,-17%,-8%,-1%,-6%,0%,-7%
CCc1cc(CNC(=O)C2CCC(=O)N(Cc3ccc(Cl)cc3)C2)on1 (stereo unspecified),4%,-2%,40%,2%,-8%,-6%,3%,-1%,6%
Cc1ccnc(NS(=O)(=O)c2ccc(N)cc2)n1,-10%,-1%,6%,35%[59 µM],-1%,11%,-24%,-5%,-19%
COCCNC(=O)/C(C#N)=C/c1c(N2CCN(c3ccccc3)CC2)nc2c(C)cccn2c1=O,9%,35%,28%,u,u,24%,-39%,-5%,-8%
NNC(=S)Nc1ccc(Cl)cc1,-30%,-4%,-2%,u,u,138%[activator],-4%,-16%,11%
NC(=O)C1CCN(CC(=O)Nc2cc(S(=O)(=O)N3CCOCC3)ccc2N2CCCC2)CC1,-5%,1%,x,20µM*,-7%,-12%,-1%,x,-1%
CC(=O)Nc1ccc(N2CCC(C)CC2)c([N+](=O)[O-])c1,0%,-3%,37%,u,-25%,-21%,u,-1%,-20%
C=CCNS(=O)(=O)c1cc2c3c(c1)CCN3C(=O)CC2,79µM*,17%,1%,-10%,u,28µM*,1%,-1%,-4%
Cc1ccc(NC(=S)N(CCN2CCOCC2)Cc2ccccc2F)cc1Cl,-1%,27%,-1%,11%,-8%,62%[activator],u,-8%,-6%
COc1ccc(OCCSc2nnc(-c3ccoc3C)n2C)cc1,-18%,-7%,1%,19%,-9%,15%,-1%,-2%,-2%
COc1ccc(-c2cc(NCCc3ccncc3)n3ncnc3n2)cc1,-10%,-4%,0%,-44%[12.7 µM],-7%,4%,-2%,-6%,6%
CCCN1Cc2cccc(C(=O)NC(CC(=O)OCC)c3ccc(OCC)c(OC)c3)c2C1=O (stereo unspecified),-9%,-5%,1%,-46%,-16%,u,0%,-5%,-1%

Screening data deposited in PubChem by National Center for Advancing Translational Sciences (NCATS).
